HP1b binding inh: HP1-beta chromodomain-methylated histone interaction inhibition; P83916; AlphaScreen HP1-beta / biotin-H3K9me3 peptide binding; Potency, µM (titrated, usually from 114 µM), without a hit: at the highest dose activity change, negative = inhibition, usual class: inhibitors; hit rate 0.56% among 390,000; also: potency is read from the fitted curve at half-maximal effect; nearly all actives have a fitted effect of over 70% in size; inactives centre near 23
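AlphaScreen: HP1-beta (50 nM) preformed 30 min with biotin-H3(1-18)K9me3 peptide (50 nM) in PBS pH 7.4, 0.01% Tween-20. Compound added for 30 min at RT, then streptavidin donor/nickel chelate acceptor beads (10 ug/mL) for 30 min.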
Pin1 inhibitor: blocks the human prolyl isomerase Pin1; Q13526; Pin1 FP peptide displacement, HiFluor488, 10 min; Potency, µM (doses to about 115 µM), inactives show top-dose activity, negative = inhibition, usual class: inhibitors; hit rate 0.009% among 390,000; AID 504891; active = well fitted inhibition curve with a large enough effect in the polarisation, with a control signal flat, not every such curve was filed as active; inconclusive = small, poorly fitted or top-dose-only effect, or effect the other way, or a change in a side signal; inactive = no such curve, though single readings can be large or run the other way; the % refers to the polarisation; also: potency is read from the fitted curve at half-maximal effect; % is scaled to controls: 0 for no effect and ±100 for the full control effect
GLS inh: glutaminase GLS (human) inhibition; O94925; GLS enzymatic activity, qHTS titration; Potency, µM (doses to about 45.5 µM), without a hit: at the top dose activity change, negative = inhibition, actives largely listed as inhibitors; hit rate 0.21% among 410,000; AID 624170; also: potency is read from the fitted curve at half-maximal effect; % is scaled to controls: 0 for no effect and ±100 for the full control effect
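Enzyme dispensed in phosphate buffer (45 mM, pH 8.2, 0.02% Tween-20), compounds pinned in, then 1 mM L-glutamine solution and the glutamate oxidase–HRP–Amplex Red mix added; fluorescence read immediately and again after 30 min at room temperature.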
POLH inh: blocks human DNA polymerase eta activity. Q9Y253. AID 588591. hit rate 1.2% among 390,000. Potency, µM (doses to about 114 µM), inactives show at the top dose activity change, negative = inhibition, usual class: inhibitors. recombinant Pol eta, fluorescent DNA replication assay; also: potency is read from the fitted curve at half-maximal effect; % is scaled to controls: 0 for no effect and ±100 for the full control effect
Target sequence (Q9Y253 whole entry, looked up): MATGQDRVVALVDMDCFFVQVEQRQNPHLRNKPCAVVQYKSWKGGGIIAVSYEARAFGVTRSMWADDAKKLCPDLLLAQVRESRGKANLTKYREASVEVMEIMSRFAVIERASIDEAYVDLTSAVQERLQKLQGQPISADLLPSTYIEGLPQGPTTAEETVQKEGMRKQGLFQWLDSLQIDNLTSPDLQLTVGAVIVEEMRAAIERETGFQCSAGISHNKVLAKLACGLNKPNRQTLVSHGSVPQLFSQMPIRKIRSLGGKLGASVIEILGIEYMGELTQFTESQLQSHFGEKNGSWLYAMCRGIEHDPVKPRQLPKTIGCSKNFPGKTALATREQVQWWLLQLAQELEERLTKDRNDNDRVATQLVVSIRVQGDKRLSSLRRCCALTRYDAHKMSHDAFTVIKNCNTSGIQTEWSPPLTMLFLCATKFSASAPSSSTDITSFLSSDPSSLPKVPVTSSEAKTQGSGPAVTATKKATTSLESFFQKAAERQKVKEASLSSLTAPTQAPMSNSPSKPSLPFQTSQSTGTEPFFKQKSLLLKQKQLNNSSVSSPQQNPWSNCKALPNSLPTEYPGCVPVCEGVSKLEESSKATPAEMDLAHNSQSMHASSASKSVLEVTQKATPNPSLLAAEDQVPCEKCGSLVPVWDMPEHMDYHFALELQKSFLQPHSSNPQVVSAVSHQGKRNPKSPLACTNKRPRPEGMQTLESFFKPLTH
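Fluorescent replication assay: 50 nM final substrate added after a 15 min room-temperature compound preincubation with 10 nM enzyme. Signal taken at 0 min and again at 10 min.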
G9a inh: blocks human histone lysine methyltransferase G9a; Q96KQ7; G9a H3K9 monomethylation, AlphaScreen, 2 h; Potency, µM (titrated, usually from 102 µM), without a hit: at the top dose activity, negative = inhibition, most hits filed as inhibitors; hit rate 8.8% among 350,000; AID 504332; also: potency is read from the fitted curve at half-maximal effect; % is scaled to controls: 0 for no effect and ±100 for the full control effect; nearly all actives have a fitted effect of over 75% in size
Target sequence (Q96KQ7 913-1193 limits assumed): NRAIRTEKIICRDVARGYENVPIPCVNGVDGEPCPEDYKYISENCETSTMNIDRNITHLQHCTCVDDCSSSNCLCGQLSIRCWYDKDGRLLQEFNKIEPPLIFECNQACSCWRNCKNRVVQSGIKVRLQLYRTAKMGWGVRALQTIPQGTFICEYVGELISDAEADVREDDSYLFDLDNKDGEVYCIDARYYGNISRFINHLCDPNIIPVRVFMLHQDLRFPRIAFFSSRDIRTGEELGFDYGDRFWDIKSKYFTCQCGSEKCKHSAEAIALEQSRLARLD
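G9a (20 nM) preincubated 15 min RT with compounds, then 500 nM biotinylated H3K9 peptide and 20 uM SAM added; 2 h RT reaction. Monomethyl-H3K9 product detected by AlphaScreen with anti-H3K9me1 antibody, streptavidin donor and anti-rabbit IgG acceptor beads.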
PGK inhibitor: T. brucei PGK inhibition; hit rate 0.043% among 380,000; Potency, µM (titrated, usually from 57.5 µM), for inactives: at the top dose activity change, negative = inhibition, usual class: inhibitors; PGK/GAPDH coupled, Kinase-Glo luminescence, 60 min; P07378; also: potency is read from the fitted curve at half-maximal effect; % is scaled to controls: 0 for no effect and ±100 for the full control effect; nearly all actives have a fitted effect of over 60% in size
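Recombinant glycosomal PGK reaction used 1,3-bisphosphoglycerate generated in-well by GAPDH (100nM final) in 100mM TEA pH 7.6, 5mM MgCl2, 0.01% Tween-20. After 60 minutes at room temperature, ATP was read by Kinase-Glo Plus luminescence end-point.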
JMJD2A Tudor: JMJD2A Tudor domain (human) inhibition; O75164; hit rate 4.4% among 390,000; AID 504339; AlphaScreen JMJD2A-Tudor / H3K4me3 peptide binding; Potency, µM (doses to about 114 µM), without a hit: top-dose activity change, negative = inhibition, most hits filed as inhibitors; also: potency is read from the fitted curve at half-maximal effect; % is scaled to controls: 0 for no effect and ±100 for the full control effect; nearly all actives have a fitted effect of over 50% in size
PI4K2A inh: blocks human PI4K2A kinase activity; AID 1346378; hit rate 0.13% among 420,000; Q9BTU6; purified PI4K2A, ADP-Glo luminescence, 1 h; stronger effect = lower value; activity change, negative = inhibition, % at 76.9 µM; in the data active = activity change below about -50%; inconclusive = mostly about -30% to -49%;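 also: -100% = wells without enzyme as full effect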
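In this quantitative HTS, ADP production by PI4K2A was quantified luminescently after 1 h at ambient temperature; 100 microM adenosine served as plate-quality control.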
BAZ2B block: inhibitors of human BAZ2B bromodomain; Q9UIF8; AlphaScreen BAZ2B-H3K14Ac peptide displacement; Potency, µM (top dose mostly 114 µM), without a hit: at the highest dose activity change, negative = inhibition, most hits filed as inhibitors; hit rate 4.4% among 360,000; AID 504333; also: potency is read from the fitted curve at half-maximal effect; % is scaled to controls: 0 for no effect and ±100 for the full control effect; nearly all actives have a fitted effect of over 60% in size
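BAZ2B 50 nM plus b-H3(5-23)K14Ac 50 nM, PBS pH 7.4/0.01% Tween-20, 30 min RT; compound added (max 110 uM), 30 min RT; streptavidin donor/Ni-chelate acceptor beads 10 ug/mL final, 20 min dark; AlphaScreen read.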
Starred values were filed as active, the others as inactive; i = inactive; ? = inconclusive; · = no result given; [ ] = remark or other dose. Unless noted, calls follow the shape of the dose curve; as a rule, active = well fitted curve in the direction sought with a large enough effect; inconclusive = small, poorly fitted or top-dose-only effect, or another doubt; inactive = no such curve, though single readings can be large; an effect the other way counts as inactive or inconclusive. Some of the compounds tested. The share of hits here may be higher or lower than overall.

structure | HP1b binding inh | Pin1 inhibitor | GLS inh | POLH inh | G9a inh | PGK inhibitor | JMJD2A Tudor | PI4K2A inh | BAZ2B block
CCN(CC)CCN1C(=O)C(=O)/C(=C(/O)c2ccc(S(=O)(=O)N3CCOCC3)cc2)C1c1ccc(C)cc1 (stereo not given) | 36.8% | 0.1% | -0.4% | -7.9% | ? | 1.2% | -18.6% | -17.8 | -6.6%
O=C(CSc1n[nH]c(=O)n1Cc1ccco1)c1ccc2c(c1)OCCO2 | 10.9% | 2.2% | 4.2% | -1.5% | 43.2%[0.501 µM] | -1.5% | -15.7% | -2.5 | -8.8%
CCCC(=O)OCc1cnc(C)c2oc(=O)c(C(=O)Nc3ccc(F)cc3C)cc12 | 5.4% | 6.5% | 0.8% | -1.9% | 1.1%[59 µM] | 5.4% | -16.9% | 1.4 | -1.5%
COC(=O)c1cc(NC(=O)CC(=O)c2cccc(N)c2)cc(C(=O)OC)c1 | · | · | 7.6% | -5.0% | · | 4.0% | · | -1.3 | ·
COc1ccc(NC(=O)CN2C(=O)C(c3ccccc3)=NC23CCCCCC3)cc1OC | -5.1% | 0.2% | 1.5% | -19.7% | ? | -8.6% | -31.4% | -3.8 | 6.7%
O=C(Nc1nnc(SCc2ccc(F)cc2)s1)C1Cc2ccccc2CN1C(=O)c1ccco1 (stereo not given) | 28.1% | 59.4%[activator] | -5.3% | 22.4µM* | ? | -6.5% | -33.6% | -11.0 | -27.8%[57.1 µM]
CCNC(=O)CCSc1nc(C)cc(C)n1 | 9.8% | 2.7% | 5.1% | -6.5% | 3.55µM* | -2.2% | ? | 3.3 | -0.4%
CCOc1ccc2nc(C)cc(Nc3ccccc3OCC)c2c1 | 85.0%[activator] | 32.7%[activator] | 19.1% | -1.8% | 5.5%[59 µM] | -3.0% | -21.6% | -3.2 | 19.2%
CCC(C)c1ccc(OCCn2cc(/C=N/NC(=O)CSc3nnc(C)s3)c3ccccc32)cc1 (stereo not given) | 26.7% | 24.1% | -5.4% | -22.7% | ? | -5.7% | -15.0% | -3.7 | -9.3%
Cc1nn(C)c(C(=O)N/N=C/c2cccnc2)c1Br | 48.3%[activator] | -9.7% | -6.0% | -8.1% | -5.4%[12.7 µM] | -1.0% | -4.5% | -4.6 | 1.0%
CCN1C(=O)/C(=C/c2nc3ccccc3c(=O)n2-c2ccc(C)cc2)c2ccccc21 | -8.5% | -2.4% | 13.7% | -4.7% | 10.4%[59 µM] | -4.6% | -19.2% | 0.9 | -31.5%
Nn1c(SCC(=O)N2CCCCCC2)nnc1-c1ccncc1 | 27.0% | -5.8% | -0.5% | -1.7% | 3.8%[59 µM] | -1.9% | -3.8% | -5.9 | -14.9%
COc1ccc(CNC(=O)C2CCN(S(=O)(=O)c3cn(C)cn3)CC2)cc1 | 40.1%[activator] | -7.0% | 1.4% | 0.6% | -2.2%[12.7 µM] | -1.7% | 1.7% | 0.1 | -8.9%
CCOc1ccc(NC(=O)Cn2cc(C(=O)c3ccc(C)c(C)c3)c(=O)c3cc(OC)c(OC)cc32)cc1 | 13.5% | -0.2% | 2.0% | -3.2% | -27.3%[59 µM] | 1.2% | -12.3% | 3.6 | -7.6%
Cc1ccc(NC(=O)COC(=O)C2COc3ccccc3O2)cc1 (stereo not given) | 63.8%[activator] | 0.2% | -1.7% | -2.6% | -10.1%[59 µM] | i | -6.2% | -3.2 | 10.4%
CCCCC(=O)Nc1ccc(C(=O)NCCc2ccc(S(N)(=O)=O)cc2)cc1 | 38.3% | 1.1% | -3.0% | -5.2% | 7.4% | -6.4% | -7.7% | 3.9 | -6.5%
CCOc1ccc(CCNC(=O)Cn2nc(CC)n3c(cc4c(OC)cccc43)c2=O)cc1OCC | 42.0%[activator] | 3.4% | 3.3% | -13.5% | 37.8%[59 µM] | -1.9% | -1.8% | -0.6 | 28.7%
CCN(CC)C(=O)Cn1c(=O)cc(C)c2c(C)nn(C)c21 | 64.5%[activator] | 7.4% | -6.6% | -10.3% | -4.3%[59 µM] | -2.0% | -16.3% | 3.7 | -9.6%
Cc1ccc(C(=O)N/N=C\C=C\c2ccccc2[N+](=O)[O-])cn1 | 29.7% | -1.2% | -2.4% | -1.8% | -11.3% | 6.0% | -20.1% | -11.9 | -22.4%
O=C(O)CCCCCNc1nc(=S)[nH]c2ccccc12 | 5.1% | -8.3% | 0.6% | -6.4% | ? | -9.1% | 22.4µM* | 1.9 | ?
CCCCOc1ccc(C(=O)NCC2(c3ccc(OC)cc3)CCOCC2)cc1 | 27.4% | -0.8% | -5.1% | -16.9% | ? | -7.5% | -12.2% | -1.3 | -28.7%
CCOC(=O)c1c(NC(=O)c2cc(-c3ccc(OC)c(OC)c3)on2)sc(C)c1C | 22.3% | 1.0% | 0.9% | -7.0% | -32.7%[59 µM] | 8.8% | -2.4% | 0.7 | 4.0%
COc1ccc(CCN2C(=O)C3C4C=CC(C3C2=O)C2C(=O)N(CCc3ccc(OC)c(OC)c3)C(=O)C42)cc1OC (stereo not given) | 13.8% | -6.8% | -4.6% | -3.5% | 4.2%[12.7 µM] | -1.8% | -16.2% | 4.6 | 0.1%
CC(C(=O)O)n1cc(Cl)cn1 (stereo not given) | 14.7% | 1.9% | 0.0% | -2.8% | ? | -2.7% | 5.6% | 1.1 | -19.4%
CCOc1ccccc1/C=C/C(=O)N1CCN(C(=O)c2ccco2)CC1 | 19.6% | -0.2% | 0.7% | -5.5% | · | 6.0% | -15.1% | 0.4 | ·
O=C(CSc1nc2ccccc2[nH]1)NCc1ccc2c(c1)OCO2 | 14.9% | -2.2% | 1.4% | -5.8% | 25.1µM* | -2.9% | -2.0% | 1.5 | -9.3%
CCn1c(SCC(=O)N(C)C2CCCCC2)nc2cc(S(N)(=O)=O)ccc21 | 35.2% | -7.6% | 0.8% | -3.5% | -6.0%[12.7 µM] | -5.0% | -0.7% | 0.9 | 10.0%
COc1ccc(OC)c(NC(=O)C(C)n2c(=O)cc(C)c3c(C)nn(-c4ccccc4)c32)c1 (stereo not given) | 2.8% | 0.3% | 3.6% | -15.5% | -0.3%[59 µM] | -6.2% | -5.0% | -2.1 | -9.6%
CCn1c(SCc2ccc(Cl)cc2Cl)nc2nc3c(cc2c1=O)CCCC3 | 38.7% | -1.1% | -2.6% | -11.2% | 10.6% | -0.2% | 4.5% | 0.5 | 1.4%
Cc1ccc(-c2cc(C(=O)NCCCN3CCOCC3)c3ccccc3n2)cc1 | 18.8% | -0.8% | -6.5% | -18.2% | 7.4%[2.33 µM] | -3.3% | -14.4% | 1.8 | -1.5%
COC(=O)Cc1c(C)nc2nc(-c3cccnc3)[nH]n2c1=O | 4.3% | -9.1% | -3.6% | -3.3% | ? | 1.1% | -26.8%[57.1 µM] | 0.3 | 8.8%
CCN(C(=O)COC(=O)CNC(=O)c1ccc(F)cc1)C1CCS(=O)(=O)C1 (stereo not given) | 14.7% | 0.1% | -3.2% | -5.2% | ? | i | -13.1% | -9.7 | -13.8%
CCN(CC(=O)NCc1ccc(F)cc1)C(=O)/C=C/c1ccc(S(=O)(=O)N(CC)CC)cc1 | -13.8% | -0.4% | 0.3% | -17.0% | -0.5% | -9.3% | -20.0% | -1.7 | 3.4%
COCCCNC(=O)c1oc2ccc(S(=O)(=O)N3CCOCC3)cc2c1C | -8.5% | 4.6% | 2.2% | -13.1% | 3.5%[59 µM] | i | 89.1µM* | 4.9 | 1.0%
COc1ccc2[nH]cc(/C=C/C(=O)c3ccccc3)c2c1 | 27.0% | 12.3% | -6.3% | -13.8% | · | 0.6% | -5.2% | -3.0 | -38.5%
CCOC(=O)c1c(NC(C)=O)sc2c(OC(C)=O)cccc12 | 23.9% | 1.3% | -12.2% | 6.1% | 35.7%[12.7 µM] | -0.1% | -17.3% | 0.6 | -6.3%
CCC(C)NC(=O)C1CC(c2cccc(OC)c2)=NO1 (stereo not given) | 9.2% | 0.4% | 5.7% | -3.6% | 0.0% | -8.1% | -7.1% | -2.7 | -2.7%
C[C@H](CO)N1C[C@H](C)[C@H](CN(C)Cc2cccc(F)c2)Oc2ncc(Br)cc2C1=O | · | · | -2.1% | -11.8% | · | -14.2% | · | 7.5 | ·
O=C(COc1ccc2c(c1)CCC2)NCc1ccc(Cl)cc1 | 4.8% | 4.2% | 1.3% | -11.4% | 15.5%[59 µM] | i | -4.1% | -3.5 | 0.8%
CC(Oc1ccccc1Cl)C(=O)/C=C/N(C)C (stereo not given) | 7.8% | 1.2% | 8.9% | -1.8% | -10.3% | -9.9% | -10.9% | -5.0 | -3.7%
O=C(COC(=O)Cn1cnc2ccccc2c1=O)NCc1ccccc1Cl | 44.8%[activator] | 3.8% | -3.1% | -1.4% | -7.0% | i | 5.5% | 0.2 | -12.7%
CCOC(=O)CSc1nc(=O)n2cc(C)ccc2n1 | 25.3% | -0.8% | -2.9% | -12.5% | -2.0% | i | -5.9% | -1.3 | -11.9%
O=S(=O)(Nc1ccccn1)c1ccc(Cl)c2ccccc12 | 6.3% | 9.2% | 0.0% | 7.5% | ? | -6.7% | 2.1% | 1.1 | -15.1%

Screening results as filed in PubChem BioAssay.
